# Mtb FBA inh: inhibitors of M. tuberculosis fructose-bisphosphate aldolase; P9WQA3; purified M. tuberculosis FBA, fluorescence read-out; inhibition, % at 1 µM; actives 2.3% (n = 360,000); in the data active = inhibition above about 27%;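 note: 0% = vehicle and 100% = reference inhibitor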
# TcdB inh: inhibitors of Clostridioides difficile toxin B glycohydrolase. P18177. TcdB glycohydrolase enzymatic assay, plate reader. actives 0.24% (n = 350,000). inhibition, % at 9.99 µM; in the data active = inhibition above about 10%
# Target sequence (P18177 whole entry, looked up): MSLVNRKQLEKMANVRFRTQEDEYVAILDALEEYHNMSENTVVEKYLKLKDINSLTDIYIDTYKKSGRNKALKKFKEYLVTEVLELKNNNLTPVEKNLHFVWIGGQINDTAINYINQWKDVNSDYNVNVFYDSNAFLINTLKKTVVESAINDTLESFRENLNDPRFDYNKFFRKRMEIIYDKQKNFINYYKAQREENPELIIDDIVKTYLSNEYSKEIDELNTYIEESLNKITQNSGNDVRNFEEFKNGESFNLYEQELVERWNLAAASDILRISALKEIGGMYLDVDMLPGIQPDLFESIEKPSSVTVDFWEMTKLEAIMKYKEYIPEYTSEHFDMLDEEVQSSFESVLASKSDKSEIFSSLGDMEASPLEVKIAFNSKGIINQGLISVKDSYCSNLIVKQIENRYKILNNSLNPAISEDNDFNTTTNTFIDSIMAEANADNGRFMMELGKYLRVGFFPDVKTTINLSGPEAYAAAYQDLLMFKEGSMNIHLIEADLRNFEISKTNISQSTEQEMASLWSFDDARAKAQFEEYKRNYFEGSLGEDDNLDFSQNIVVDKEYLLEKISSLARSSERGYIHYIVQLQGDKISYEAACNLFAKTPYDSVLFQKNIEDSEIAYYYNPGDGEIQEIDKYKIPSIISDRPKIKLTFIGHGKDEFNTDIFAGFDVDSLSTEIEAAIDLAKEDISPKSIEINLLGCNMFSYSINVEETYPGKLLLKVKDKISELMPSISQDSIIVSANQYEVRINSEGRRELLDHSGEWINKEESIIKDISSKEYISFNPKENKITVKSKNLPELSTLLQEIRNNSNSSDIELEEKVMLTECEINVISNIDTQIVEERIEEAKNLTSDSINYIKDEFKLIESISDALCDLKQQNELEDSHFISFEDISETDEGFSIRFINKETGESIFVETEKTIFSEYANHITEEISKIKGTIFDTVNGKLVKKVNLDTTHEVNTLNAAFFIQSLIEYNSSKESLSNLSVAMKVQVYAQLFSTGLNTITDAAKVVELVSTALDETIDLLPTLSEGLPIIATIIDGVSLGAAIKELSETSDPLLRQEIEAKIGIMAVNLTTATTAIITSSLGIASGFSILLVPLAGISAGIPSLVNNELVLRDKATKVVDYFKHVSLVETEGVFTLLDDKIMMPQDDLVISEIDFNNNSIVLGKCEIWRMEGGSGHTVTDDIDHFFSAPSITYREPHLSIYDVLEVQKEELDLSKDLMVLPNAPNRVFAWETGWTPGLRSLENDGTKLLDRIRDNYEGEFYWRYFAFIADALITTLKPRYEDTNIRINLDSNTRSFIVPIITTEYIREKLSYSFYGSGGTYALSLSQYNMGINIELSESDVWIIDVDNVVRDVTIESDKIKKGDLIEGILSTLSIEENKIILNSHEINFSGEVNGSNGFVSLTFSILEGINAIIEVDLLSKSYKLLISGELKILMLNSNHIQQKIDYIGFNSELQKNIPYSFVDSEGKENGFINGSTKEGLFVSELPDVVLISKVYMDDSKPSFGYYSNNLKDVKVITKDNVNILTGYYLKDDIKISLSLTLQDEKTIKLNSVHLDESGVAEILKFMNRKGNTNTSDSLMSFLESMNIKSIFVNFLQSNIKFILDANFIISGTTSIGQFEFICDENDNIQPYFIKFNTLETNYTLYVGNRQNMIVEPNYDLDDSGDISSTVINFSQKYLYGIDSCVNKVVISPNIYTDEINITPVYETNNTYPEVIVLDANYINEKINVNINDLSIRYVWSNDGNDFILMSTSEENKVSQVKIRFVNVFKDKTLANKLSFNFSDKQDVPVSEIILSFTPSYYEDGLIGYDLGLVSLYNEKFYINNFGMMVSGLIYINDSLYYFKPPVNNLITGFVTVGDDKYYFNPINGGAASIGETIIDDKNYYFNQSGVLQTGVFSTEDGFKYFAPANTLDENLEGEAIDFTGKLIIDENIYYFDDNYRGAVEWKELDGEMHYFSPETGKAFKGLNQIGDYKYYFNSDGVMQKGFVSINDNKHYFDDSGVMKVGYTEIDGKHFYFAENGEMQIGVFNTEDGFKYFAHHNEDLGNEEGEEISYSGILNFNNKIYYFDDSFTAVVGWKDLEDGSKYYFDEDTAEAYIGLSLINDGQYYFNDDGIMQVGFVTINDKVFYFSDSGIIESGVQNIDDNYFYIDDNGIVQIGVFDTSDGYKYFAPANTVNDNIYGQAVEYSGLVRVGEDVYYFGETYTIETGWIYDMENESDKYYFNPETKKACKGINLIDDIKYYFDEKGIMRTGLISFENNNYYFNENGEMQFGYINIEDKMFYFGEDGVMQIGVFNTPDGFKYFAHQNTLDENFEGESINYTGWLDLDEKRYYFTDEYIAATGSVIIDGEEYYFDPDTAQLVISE
# GDH-TPI inh: inhibits GDH-TPI coupling enzymes, artifact for Mtb FBA screen. GDH-TPI coupled enzyme counterscreen, NADH absorbance. inhibition, % at 4.8 µM. actives 1.2% (n = 360,000). AID 588335; in the data active = inhibition above about 30%;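 note: 0% = DMSO wells and 100% = wells lacking the enzyme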
# Mtb UGM inh: blocks M. tuberculosis UGM enzyme; actives 0.06% (n = 320,000); P9WIQ1; inhibition, % at 10 µM; purified UGM, fluorescence polarization probe displacement; in the data active = inhibition above about 10%, passing the limit was not always enough
# PfHsp40 rescue: rescue of PfHsp40-mediated yeast toxicity; S. cerevisiae expressing PfHsp40, growth rescue, ATP luminescence; growth rescue, % at 12.5 µM; actives 0.68% (n = 340,000); AID 504582; in the data active = growth rescue above about 28%, passing the limit was not always enough;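 note: yeast W303a lacking pdr1 and pdr3 grown in galactose medium; growth measured after three days at 30 °C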
# Mtb BioA inh: BioA (M. tuberculosis) enzyme inhibition; purified M. tuberculosis BioA enzyme, plate reader; inhibition, % at 9.99 µM; actives 0.096% (n = 360,000); AID 602481; in the data active = inhibition above about 40%
# FadD28 FP inh: M. tuberculosis FadD28 bisubstrate binding inhibition. actives 0.22% (n = 360,000). inhibition, % at 12.5 µM. AID 588549. FadD28 bisubstrate probe binding, fluorescence polarization; in the data active = inhibition above about 8.5%, passing the limit was not always enough
# Yp Topo-I inh: inhibitors of Yersinia pestis topoisomerase I; Y. pestis Topo-I cleavage product accumulation, plate reader; activity, % at 10 µM; actives 0.064% (n = 360,000); AID 504884; in the data active = activity above about 50%, passing the limit was not always enough; note: inactives centre near 2
# BH1578 lux ind: quorum light induction in luxS cqsA deficient V. cholerae. activation, % at 18.7 µM. AID 588436. actives 0.16% (n = 350,000). V. cholerae BH1578 lux reporter, luminescence, 6 h; in the data active = activation mostly above about 9.7%, no sharp cut-off; note: not every result past the cut was called active; inactives centre near 0; reference of the scale not given here
# * hit, by the source's call; i = inactive; · = no result given.
SMILES,Mtb FBA inh,TcdB inh,GDH-TPI inh,Mtb UGM inh,PfHsp40 rescue,Mtb BioA inh,FadD28 FP inh,Yp Topo-I inh,BH1578 lux ind
CCOC(=O)c1cccc(S(=O)(=O)N2CCCC2)c1,-2,0.1,2,3.8,0.5,-0.8,0.0,2,-1.0
CCn1c(=O)cc(SCC(=O)N2CCOCC2)c2ccccc21,2,·,26,2.5,-0.5,-0.9,-0.1,1,-0.4
COc1ccc(/C(C)=N/NC(=O)CNC(=O)c2cccnc2)cc1OC,6,-0.1,-1,-1.7,0.5,0.5,·,-3,i
O=C(NCc1ccccc1)c1ccc2c(=O)n3c(nc2c1)CCCCC3,3,2.0,-1,-1.9,1.7,·,-0.3,2,-0.3
O=C(CN(C(=O)c1csnn1)c1cccc(F)c1)NC1CCCC1,2,0.9,4,-1.0,-0.6,0.2,-0.7,10,-0.1
CCn1c(=O)n(CC)c2cc(N3CCCC3)c(NC(=O)c3ccccc3Br)cc21,-5,1.1,14,1.0,0.0,5.2,-1.8,32,-0.4
Cc1cccc(-n2c(SCC(=O)Nc3nnc(C)s3)nnc2-c2ccoc2C)c1,46*,·,6,0.7,-1.9,6.0,-1.0,10,i
Nc1ncnc2c1cnn2C1CCCCC1,4,1.5,15,0.8,-3.7,5.1,1.1,1,i
COC(=O)C1=C(c2cc3ccccc3o2)C[C@@H]2CC[C@H]1N2C(=O)N1CCC(O)CC1,1,1.1,10,1.2,2.3,0.7,-1.2,8,i
C[C@H](NC(=O)c1nc[nH]c1C(=O)NCC(=O)OCc1ccccc1)C(=O)OC(C)(C)C,-1,0.7,4,-0.3,-0.3,0.8,0.4,7,i
CCN1CCN(CC(=O)Nc2ccc(N(C)C)cc2)CC1,-2,-4.3,0,1.1,1.2,-0.9,0.2,0,i
COc1ccccc1NC(=O)c1c(Nc2ccccc2F)sc(C(=O)Nc2cccc(Cl)c2)c1N,-3,·,16,-0.9,-0.1,-0.8,-1.0,1,i
COc1ccccc1NS(=O)(=O)c1ccc(C(=O)Nc2ncccc2O)cc1,0,·,15,-1.5,0.6,0.2,0.5,3,-3.2
COc1ccc(NC(=O)C2CCCN(S(=O)(=O)c3cccnc3)C2)cc1 (stereo unspecified),-7,·,7,-1.4,-0.2,0.5,-3.3,-4,i
COc1ccc(-c2nnc(NC(=O)c3ccco3)s2)cc1,1,1.6,45*,0.3,-0.4,-5.0,-0.5,-9,-0.1
COc1ccc(-c2cc(C(=O)NNC(=O)c3csc(N4CCOCC4)n3)c3ccccc3n2)cc1OC,-3,-0.2,21,-2.0,0.1,0.5,-4.6,21,i
CCNc1nc(NC(C)(C)C)nc(Oc2ccc(=O)n(-c3ccccc3)n2)n1,0,0.2,0,-1.3,1.2,·,-0.5,-4,2.1
CCc1nc2c(OCCn3cccc3)cccn2c1N(C)C(=O)c1ccc(C)cc1,4,1.3,13,·,·,-1.1,-0.5,13,-0.5
Cc1oc(-c2ccc(Cl)cc2)nc1CN1CCCC(C(=O)NC2CC2)C1 (stereo unspecified),3,0.9,-4,1.3,-1.8,1.2,-1.4,23,5.3
Cc1cccc(C(=O)Nc2c(C#N)c(C)c(C)n2Cc2ccccc2)c1,9,·,-3,1.0,-0.1,0.0,-1.5,19,0.3
O=C(O)Cn1c(=O)cnc2ccccc21,16,·,19,-0.9,-0.7,-0.7,1.0,3,-0.4
CC(=O)Nc1ccc(S(=O)(=O)N2CCN(C(=O)N3CCCC3)CC2)cc1,1,1.8,-2,0.5,0.7,·,·,5,-0.2
C1CC1C(=NN=C(C1CC1)C1CC1)C1CC1,3,-0.4,5,·,-1.0,-2.1,-1.2,-5,i
CCN1CCN(S(=O)(=O)Cc2ccccc2Cl)CC1,0,-1.0,-6,1.5,0.7,-1.1,-3.3,-9,i
CC(=O)NC1=NN(C(C)=O)C2(CCCCC2)S1,1,·,0,-1.0,-0.5,-0.1,-0.8,2,-3.5

# Carrying on:
SMILES,Mtb FBA inh,TcdB inh,GDH-TPI inh,Mtb UGM inh,PfHsp40 rescue,Mtb BioA inh,FadD28 FP inh,Yp Topo-I inh,BH1578 lux ind
CCCN1Cc2cccc(C(=O)Nc3ccc(S(=O)(=O)N4CCCCCC4)cc3)c2C1=O,-1,·,6,·,-0.9,-1.5,-4.9,8,-0.8
COCCNC(=O)c1cc(S(=O)(=O)N2CCOCC2)ccc1SCc1cccc(OC)c1OC,0,5.2,-1,·,0.6,-2.3,-1.0,5,2.1
C[N+]1(C)C2CCC1CC(OC(=O)c1ccccc1)C2 (stereo unspecified),-2,1.4,3,-0.6,-0.9,·,-0.2,4,-0.5
Cc1ccc(NC(=O)CSc2nc(NS(=O)(=O)c3ccc(C)cc3)cc(=O)[nH]2)cc1,-2,·,-5,-3.3,-0.6,-0.8,-9.1,14,i
CC1CN(c2cc(=O)n(-c3cccc(Br)c3)c(=O)[nH]2)CC(C)O1 (stereo unspecified),-2,1.4,9,-0.4,0.3,-0.9,-1.2,4,-0.3
O=c1c(Cc2ccc(F)cc2)c(O)ccn1C1CC1,3,·,-1,-2.0,-0.7,-1.7,-2.1,-3,i
c1ccc(Cn2cc(CN3CCCCO3)c(-c3ccc4c(c3)OCO4)n2)cc1,-4,-0.3,3,0.8,3.1,·,-1.9,8,i
Clc1ccc(CSc2nnc([C@@H]3CCCN3)o2)cc1,4,·,-3,3.7,-0.3,-1.5,-3.4,-2,i
CCN(CC)CCCN=C1N[C@@H](c2ccccc2)C(C(=O)OC)=C(C)N1CC,-2,1.0,-9,1.7,-1.4,-2.4,-2.5,-6,-0.4
N#Cc1c(Nc2cccc(F)c2)sc2c(O)cc(=O)[nH]c12,-3,-0.9,12,-0.7,-0.2,·,-0.5,-3,0.2
NS(=O)(=O)c1cc(C(=O)OCC(=O)c2ccc3c(c2)OCCO3)ccc1Cl,3,0.5,1,-0.4,-0.2,·,0.5,2,1.0
Cc1cc(C)c(C)c(S(=O)(=O)N[C@@H](C)C(=O)OCC(N)=O)c1C,0,1.2,0,-3.0,-0.7,·,0.3,6,i
CC1CN(c2ccc([N+](=O)[O-])cc2Cl)CCN1 (stereo unspecified),3,·,9,-0.1,0.3,·,-0.1,-14,0.7
O=C(N/N=C/c1ccccn1)c1ccco1,-4,·,6,-1.1,-1.4,-0.4,0.2,2,i
CC(C)Cn1c2c(c(O)c(C(=O)Nc3ncccc3O)c1=O)CCCC2,4,·,27,3.4,-1.2,·,0.3,10,-1.1
CC(C)CN(C(=O)C1=NN(c2ccccc2)C(=O)CC1)c1c(N)n(Cc2ccccc2)c(=O)[nH]c1=O,-1,0.3,-4,3.3,-0.2,-0.3,-3.5,3,-2.1
O=C(COc1ccc(/C=N/NC(=O)c2ccncc2)cc1)Nc1ccc([N+](=O)[O-])cc1,1,0.7,30,0.2,-1.5,·,1.2,3,1.6
CC[C@H](C)[C@H]1CNC(=O)C(=O)N1CC1CCN(CCCc2ccc(OC)c(OC)c2)CC1,-1,1.0,0,·,0.5,-0.1,-0.1,3,-1.4
CC1=NN(C(C#N)c2ccccc2)C(C)(C)C1 (stereo unspecified),2,1.1,7,0.0,-1.7,·,-0.7,5,-2.9
C#CCOCCOCCOCCNc1nc(N2CCN(C(=O)C([C@@H](C)CC)n3cc(C(N)Cc4ccc(O)cc4)nn3)CC2)nc(N2CCN(C(=O)[C@H](CCC(=O)O)n3cc(C(N)Cc4ccc(O)cc4)nn3)CC2)n1 (stereo partly specified),1,·,-10,-2.0,-1.4,0.4,-2.9,-13,i
COc1ccccc1S(=O)(=O)Cc1ccc(C(=O)NCCN2CCCC2)o1,0,·,11,-2.4,1.7,0.7,-0.9,6,-0.2
Cc1nc(C(=O)N2CCc3c([nH]c4ccccc34)C2c2cc(F)ccc2F)cs1 (stereo unspecified),-2,0.6,-1,3.1,1.5,-0.9,1.1,10,-0.2
O=C(C1CCN(c2ccc(N3CCOCC3)nn2)CC1)N1CCN(c2ccc(F)cc2)CC1,34*,·,10,-2.9,0.7,-1.2,-0.2,6,2.7

# Rewritten bar-delimited: 7 of the compounds above
Compound | Mtb FBA inh | TcdB inh | GDH-TPI inh | Mtb UGM inh | PfHsp40 rescue | Mtb BioA inh | FadD28 FP inh | Yp Topo-I inh | BH1578 lux ind
O=C(NCc1ccccc1)c1ccc2c(=O)n3c(nc2c1)CCCCC3 | 3 | 2.0 | -1 | -1.9 | 1.7 | · | -0.3 | 2 | -0.3
O=C(CN(C(=O)c1csnn1)c1cccc(F)c1)NC1CCCC1 | 2 | 0.9 | 4 | -1.0 | -0.6 | 0.2 | -0.7 | 10 | -0.1
CCn1c(=O)n(CC)c2cc(N3CCCC3)c(NC(=O)c3ccccc3Br)cc21 | -5 | 1.1 | 14 | 1.0 | 0.0 | 5.2 | -1.8 | 32 | -0.4
Cc1cccc(-n2c(SCC(=O)Nc3nnc(C)s3)nnc2-c2ccoc2C)c1 | 46* | · | 6 | 0.7 | -1.9 | 6.0 | -1.0 | 10 | i
Nc1ncnc2c1cnn2C1CCCCC1 | 4 | 1.5 | 15 | 0.8 | -3.7 | 5.1 | 1.1 | 1 | i
COC(=O)C1=C(c2cc3ccccc3o2)C[C@@H]2CC[C@H]1N2C(=O)N1CCC(O)CC1 | 1 | 1.1 | 10 | 1.2 | 2.3 | 0.7 | -1.2 | 8 | i
C[C@H](NC(=O)c1nc[nH]c1C(=O)NCC(=O)OCc1ccccc1)C(=O)OC(C)(C)C | -1 | 0.7 | 4 | -0.3 | -0.3 | 0.8 | 0.4 | 7 | i
